Compound activity: PubChem BioAssay, Sanford-Burnham Center for Chemical Genomics
UBC13 polyUb = UBC13 polyubiquitin chain formation inhibitors, primary screen, biochemical, TR-FRET, uHTS; Ubiquitin-conjugating enzyme E2 N (Homo sapiens), P61088; inhibition, % at 20 µM; 330,000 tested, 0.47% active; in the data active = inhibition above about 45%, passing the limit was not always enough
Target sequence (P61088 whole entry, looked up): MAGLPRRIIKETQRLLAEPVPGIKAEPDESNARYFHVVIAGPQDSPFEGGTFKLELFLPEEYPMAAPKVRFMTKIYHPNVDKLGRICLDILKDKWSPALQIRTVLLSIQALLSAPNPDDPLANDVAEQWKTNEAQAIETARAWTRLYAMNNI
HKDC1 inhibitor = HKDC1 hexokinase inhibitors, primary screen, biochemical, fluorescence, uHTS; Q2TB90; 340,000 tested, 0.16% active; recombinant HKDC1, G6PDH/diaphorase resazurin coupled fluorescence; inhibition, % at 20 µM; AID 493160, 2011;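 active = inhibition above about 35% when tested at 20 µM, limit read from the data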;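 note: plate controls were DMSO wells with enzyme for no effect and DMSO wells lacking enzyme for full effect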
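System: Recombinant HKDC1 hexokinase | Amount: HKDC1 at 5 µg/mL | Reagent: Glucose with 1 mM ATP | Doses: Single 20 µM dose | Incubation: Reaction time 90 min, room temperature, protected from light | Signal: Coupled resazurin fluorescence, excitation 525 nm, emission 613 nm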
PfG6PD inh = PfG6PD enzyme inhibitors, primary screen, biochemical, fluorescence intensity, uHTS. glucose-6-phosphate dehydrogenase-6-phosphogluconolactonase (Plasmodium falciparum 3D7). PfGluPho enzyme, NADPH resazurin-diaphorase fluorescence. inhibition, % at 20 µM. 350,000 tested, 0.78% active. AID 504690, 2011;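 active = inhibition reaching at least a set limit at 20 µM in the primary screen, cut at about 59% in these data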;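 note: 0% = DMSO wells with substrate and 100% = DMSO wells lacking glucose-6-phosphate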
SENP1 FRET inh = human SENP1 catalytic domain inhibitors, primary screen, biochemical, FRET, uHTS; recombinant SENP1 catalytic domain, CyPet-SUMO1-YPet FRET cleavage; inhibition, % at 10 µM; 360,000 tested, 0.21% active;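 active = inhibition at least 30% at 10 µM, raw YFP signal under a set limit, fluorescence ratio 0.5 to 1.5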;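 note: 0% = enzyme with DMSO and 100% = no enzyme wells; some results filed as inactive read as strong as hits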
Target sequence (Q9P0U3 419-644 limits assumed): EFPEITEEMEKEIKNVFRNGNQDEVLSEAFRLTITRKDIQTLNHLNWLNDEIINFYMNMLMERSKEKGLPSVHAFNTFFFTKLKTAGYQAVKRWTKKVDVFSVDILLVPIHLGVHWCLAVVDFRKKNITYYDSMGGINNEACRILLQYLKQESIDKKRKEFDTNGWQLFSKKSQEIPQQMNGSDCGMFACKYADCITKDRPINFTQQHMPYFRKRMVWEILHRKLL
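Material – human SENP1 catalytic domain · Input – SENP1 enzyme, 20 pM final · Compound dosing – single concentration of 10 µM compound, 0.5% DMSO final · Timing – enzyme reaction for 50 min at room temperature, dark · Measured by – FRET fluorescence in CFP and YFP emission channels · Control set – no-enzyme wells low, DMSO-plus-enzyme wells high control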
MIN6 prolif = inducers of MIN6 beta-cell proliferation, primary screen, ATP luminescence, uHTS; proliferation, % at 10 µM; MIN6 cells proliferation, ATPlite luminescence, 48 h; cells starved in 0.2% serum; 100% = growth in 10% serum; 330,000 tested, 0.29% active;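 active = compounds whose signal lies at least 3.5 SD above the mean of all wells on their plate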;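 note: 0% = DMSO-treated cells in low-serum medium and 100% = 10% serum control; some compounds called inactive have numbers as strong as hits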
SENP8 block-1 = human SENP8 protease inhibitors, primary screen, biochemical, fluorescence, Nedd8 protein substrate, uHTS; Sentrin-specific protease 8 (Homo sapiens), Q96LD8; recombinant SENP8; inhibition, % at 20 µM; 360,000 tested, 0.64% active; AID 602440, 2012; in the data active = inhibition mostly above about 40%, no sharp cut-off; inactive = mostly below about 27%
SENP8 block-2 = SENP8 protease inhibitors, primary screen, biochemical, luminescence. Sentrin-specific protease 8 (Homo sapiens), Q96LD8. purified SENP8, Z-RLRGG-aminoluciferin cleavage. inhibition, % at 10 µM. 330,000 tested, 1.2% active. AID 2540, 2010; in the data active = inhibition above about 50%
SENP7 block = SENP7 protease inhibitors, primary screen, biochemical, luminescence, uHTS. Sentrin-specific protease 7 (Homo sapiens), Q9BQF6. recombinant SENP7, Z-RLRGG-aminoluciferin luminescence, 40 min. inhibition, % at 5 µM. 330,000 tested, 1.5% active. AID 434973, 2010;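 active = inhibition above about 50% at the single test dose, limit read from the data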;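 note: plate controls were DMSO with enzyme for no effect and no enzyme buffer wells for full effect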
SENP6 block = SENP6 protease inhibitors, primary screen, biochemical, luminescence, uHTS; 330,000 tested, 1.8% active; inhibition, % at 10 µM; Recombinant SENP6 catalytic domain, aminoluciferin luminescence; Sentrin-specific protease 6 (Homo sapiens), Q9GZR1;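 active = inhibition above about 50% at the single tested dose, limit read from the data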;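 note: plate controls were DMSO wells with enzyme for no effect and DMSO wells lacking enzyme for full effect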
Target sequence (Q9GZR1 628-1112 limits assumed): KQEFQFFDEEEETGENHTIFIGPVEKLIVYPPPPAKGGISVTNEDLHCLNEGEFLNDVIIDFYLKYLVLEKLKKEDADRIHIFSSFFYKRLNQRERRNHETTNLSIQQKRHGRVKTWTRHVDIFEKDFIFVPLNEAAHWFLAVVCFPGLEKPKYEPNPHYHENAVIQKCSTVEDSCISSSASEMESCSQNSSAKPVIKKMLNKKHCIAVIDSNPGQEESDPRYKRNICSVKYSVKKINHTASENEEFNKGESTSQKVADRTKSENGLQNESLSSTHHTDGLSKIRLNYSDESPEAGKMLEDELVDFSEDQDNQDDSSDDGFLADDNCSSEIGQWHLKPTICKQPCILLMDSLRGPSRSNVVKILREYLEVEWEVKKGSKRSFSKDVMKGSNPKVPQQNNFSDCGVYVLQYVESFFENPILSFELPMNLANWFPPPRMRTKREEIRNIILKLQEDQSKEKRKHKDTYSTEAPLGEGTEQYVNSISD
Numbers without * were called inactive; · = no result given.

Start of the data: the first five compounds (preview)
no.	mol	UBC13 polyUb	HKDC1 inhibitor	PfG6PD inh	SENP1 FRET inh	MIN6 prolif	SENP8 block-1	SENP8 block-2	SENP7 block	SENP6 block
1	Cc1ccc(C(=O)CSc2nc(C)cc(=O)[nH]2)cc1	4	2	-9	-1	2	21	1	-2	-6
2	COC(=O)c1cccc(C23CC4(C2)[C@H](CN(Cc2cccnc2)[C@@H]4c2ccccc2)C3c2ccc(Cl)nc2)c1 (stereo partly drawn)	10	4	5	1	-8	15	2	-3	0
3	CC(=NCCc1ccccc1)C1=C(O)C(c2ccccc2)OC1=O (stereo not drawn)	12	0	-13	1	0	-6	-4	-5	-9
4	COC(=O)c1cc2c([nH]c1=O)CCCC2=O	·	2	14	1	·	-55	·	·	·
5	O=c1[nH]ncc2c3ccccc3n(Cc3cccc(Cl)c3)c12	-12	-7	10	86*	1	-18	-3	-6	-3

All compounds of this part, previewed entries included:
no.	mol	UBC13 polyUb	HKDC1 inhibitor	PfG6PD inh	SENP1 FRET inh	MIN6 prolif	SENP8 block-1	SENP8 block-2	SENP7 block	SENP6 block
1	Cc1ccc(C(=O)CSc2nc(C)cc(=O)[nH]2)cc1	4	2	-9	-1	2	21	1	-2	-6
2	COC(=O)c1cccc(C23CC4(C2)[C@H](CN(Cc2cccnc2)[C@@H]4c2ccccc2)C3c2ccc(Cl)nc2)c1 (stereo partly drawn)	10	4	5	1	-8	15	2	-3	0
3	CC(=NCCc1ccccc1)C1=C(O)C(c2ccccc2)OC1=O (stereo not drawn)	12	0	-13	1	0	-6	-4	-5	-9
4	COC(=O)c1cc2c([nH]c1=O)CCCC2=O	·	2	14	1	·	-55	·	·	·
5	O=c1[nH]ncc2c3ccccc3n(Cc3cccc(Cl)c3)c12	-12	-7	10	86*	1	-18	-3	-6	-3
6	O=C1c2cccc3c(O)ccc(c23)C(=O)N1Cc1ccco1	-139	11	28	-43	1	-30	-6	13	8
7	CCC(C(=O)Nc1cccnc1)c1ccccc1 (stereo not drawn)	0	-3	6	0	-2	6	-5	9	-12
8	O=C(O)c1cccc(Nc2ncnc3ccccc23)c1	-4	-11	6	0	-2	-6	59*	-3	68*
9	CN(CCC#N)C(=O)COC(=O)/C=C/c1cccs1	-3	1	-18	3	0	4	0	1	-7
10	CC(=O)C1=C(O)C(=O)N(CCc2c[nH]c3ccccc23)C1c1cccc(O)c1 (stereo not drawn)	3	-2	-19	0	1	17	0	8	2
11	CCn1ncc(/C=C/C(=O)NCc2cn(C)nc2C)c1C	6	7	3	1	0	10	-3	17	-2
12	Cc1ccc(S(=O)(=O)N2CCOC2CNC(=O)C(=O)NCc2ccc3c(c2)OCO3)cc1 (stereo not drawn)	6	-2	1	-5	-2	4	2	-1	0
13	O=S(=O)(NCCc1csc(-c2cccnc2)n1)c1cc(F)ccc1F	-1	4	-5	1	5	0	1	-4	7
14	O=[N+]([O-])c1cccc(-c2ccc(CN3CCCCC3)o2)c1	7	2	10	1	-1	11	6	3	-8
15	CCOCC(=O)N1CCC(Cc2ccccc2)CC1	7	-10	19	3	1	14	-9	1	-18
16	CCCCC[C@H]1CN(Cc2ccccc2)C(=O)[C@@H]1CC(=O)NCc1ccc(OC)cc1	10	0	2	1	-6	28	1	0	-6
17	COc1cc(NC(=O)COC(=O)C2CC(O)CN2S(=O)(=O)c2ccc(Cl)cc2)c(C)cc1[N+](=O)[O-] (stereo not drawn)	·	0	14	2	·	-1	·	·	·
18	COc1cc(OC)cc(C(=O)NCC(=O)NCCN2C(=O)S/C(=C\c3ccc4c(c3)OCO4)C2=O)c1	·	4	-6	-3	·	-93	·	·	·
19	CC1CCCN(C(=O)C(=O)Nc2ccc3nc4n(c(=O)c3c2)CCCCC4)C1 (stereo not drawn)	-14	-3	-14	1	-4	10	-14	-7	0
20	Cc1ccc(OCC(=O)N2CCc3ccccc3C2)cc1	-1	-5	-2	-2	-3	16	-4	-5	0
21	COc1ccc(-c2nn(-c3ccccc3)cc2C(=O)OCC(=O)c2ccc(C)c([N+](=O)[O-])c2)cc1	-3	13	5	-2	-6	14	3	-5	-2
22	CC1CCN(c2ccc3nnc(CCC(=O)N4CCN(c5ccccc5F)CC4)n3n2)CC1	-9	-5	2	3	-2	-15	-4	-12	-17
23	COCCN(C(=O)COC(=O)c1ccc2[nH]c(C)c(C)c2c1)c1c(N)n(Cc2ccccc2)c(=O)[nH]c1=O	0	-1	8	-2	1	-74	-2	9	-8
24	Cn1cccc1C(=O)OCC(=O)N1CCc2ccccc21	6	2	-4	1	-1	13	-3	11	-2
25	O=S(=O)(c1ccc(Cl)c(S(=O)(=O)N2CCCC2)c1)N1CCCC1	3	-3	3	-1	4	20	3	9	9
26	C/C(=N\Nc1cc(N2CCOCC2)nc(C)n1)c1ccc(F)cc1	-3	-5	8	0	-1	10	-9	1	15
27	CCN(C(=O)C(C)Sc1ccc(S(=O)(=O)N2CCN(C)CC2)cn1)c1ccccc1 (stereo not drawn)	3	2	2	-1	-3	4	-8	-14	4
28	CCOC(=O)N1CCC(NC(=O)c2ccc3c(c2)N=C(CC)c2cc(C)ccc2S3)CC1	-4	3	16	0	-6	7	13	2	4
29	CCCCNC(=O)C1CC(c2cccc(F)c2)=NO1 (stereo not drawn)	4	-7	7	-2	1	9	10	0	11
30	CCOc1ccccc1NC(=O)CSc1nc2ccccc2c(=O)n1CC1CCCO1 (stereo not drawn)	12	-3	14	-1	1	2	-8	-6	4
31	COC(=O)C1=C(C)OC(N)=C(C#N)C1c1cc(OC)c(OCC(N)=O)cc1Cl (stereo not drawn)	-6	-4	-7	-24	-2	-19	-2	5	1
32	Cc1ccccc1CC(=O)N1CCCc2ccccc21	6	2	-21	-2	-1	-5	1	-3	22
33	COc1cc(OC)cc(C(=O)Nc2ccc(NC(=O)c3ccco3)c(C)c2)c1	-4	6	28	-2	-3	3	94*	96*	98*
34	O=C(CN(C(=O)CNC(=O)c1ccco1)c1cccc(F)c1)NC1CCCCC1	0	-2	1	1	-1	10	0	6	-10
35	CCCCC(=O)Nc1ccc(C(=O)NNC(=O)c2cccs2)cc1	-10	-11	11	2	1	2	-12	-4	-21
36	CCN1C[C@@H]2[C@@H]3C(=O)N(C)C(=O)[C@@H]3[C@](C)(C1=O)N2C(=O)c1ccc(Br)cc1	·	0	-6	0	·	4	·	·	·
37	COc1cccc2cc(S(=O)(=O)c3ccc(C)cc3)/c(=N/NS(=O)(=O)c3ccc(C)cc3)oc12	-8	-3	-25	2	-1	19	1	9	-5
38	CN(C)c1nc(C(=O)NN)nc(N(C)C)n1	-5	-7	-5	0	-3	0	-13	8	-16
39	CCN(CC)S(=O)(=O)c1ccc(NS(=O)(=O)c2cccc(C)c2)cc1	6	0	-8	-2	4	3	3	-4	-11
40	O=C(CN1CCN(C/C=C/c2ccccc2)CC1)Nc1ccc(F)cc1F	-13	-2	2	2	-1	23	-9	1	3
41	CCCCN(C(=O)CN1C(=O)C2CCCCC2C1=O)c1c(N)n(Cc2ccccc2)c(=O)[nH]c1=O (stereo not drawn)	-4	-4	-10	-1	-3	0	-3	2	-9
42	Cc1ccc(C(C)C)cc1S(=O)(=O)Nc1cccnc1	-1	-3	-5	-2	-2	14	-1	-11	-10
43	COc1ccc(/C=C(\C#N)C(=O)OCCNC(=O)c2ccncc2)cc1	-13	3	-4	-3	-1	-4	1	7	11
44	CC(C)(C)c1ccc(-c2nc(-c3ccncc3)no2)cc1	10	-3	4	-1	-6	8	17	41	34
45	CCN(CC)CCNC(=O)c1ccc(NC2=NC3CS(=O)(=O)CC3S2)cc1 (stereo not drawn)	0	-1	2	2	0	5	-1	10	2
46	Cc1nnc2ccc(-c3cccc(NC(=O)c4ccc(Br)o4)c3)nn12	14	0	15	2	-1	-102	1	7	3
47	Cc1ccc(S(=O)(=O)c2ccsc2NC(=O)c2ccccc2)cc1	·	-2	0	1	·	-39	·	·	·
48	COc1ccc(C(=O)c2ccc(OC)c(OC)c2)cc1	7	12	-18	0	-1	17	-4	-3	3
49	Cc1cccn2c(=O)c3cc(C#N)c(=O)n(CCCN4CCOCC4)c3nc12	-4	1	15	-38	3	-313	7	6	9

4 of these compounds, reformatted.
(41) CCCCN(C(=O)CN1C(=O)C2CCCCC2C1=O)c1c(N)n(Cc2ccccc2)c(=O)[nH]c1=O (stereo not drawn)
(42) Cc1ccc(C(C)C)cc1S(=O)(=O)Nc1cccnc1
(43) COc1ccc(/C=C(\C#N)C(=O)OCCNC(=O)c2ccncc2)cc1
(44) CC(C)(C)c1ccc(-c2nc(-c3ccncc3)no2)cc1

Assay by compound | 41 | 42 | 43 | 44
UBC13 polyUb | -4 | -1 | -13 | 10
HKDC1 inhibitor | -4 | -3 | 3 | -3
PfG6PD inh | -10 | -5 | -4 | 4
SENP1 FRET inh | -1 | -2 | -3 | -1
MIN6 prolif | -3 | -2 | -1 | -6
SENP8 block-1 | 0 | 14 | -4 | 8
SENP8 block-2 | -3 | -1 | 1 | 17
SENP7 block | 2 | -11 | 7 | 41
SENP6 block | -9 | -10 | 11 | 34
